# FBW7 act: FBW7 E3 ligase activators, primary screen, biochemical, AlphaScreen, human; AlphaScreen FBW7–phospho-cyclin E peptide binding, activator screen; normalized activity (activation), % at 26.1 µM; 650,000 tested, 0.13% active; AID 1259310, 2017; in the data active = normalized activity above about 1.9%;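 note: purified mutant Fbw7 with reduced substrate affinity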
# TEAD-YAP inh: TEAD-YAP interaction inhibition, primary screen, TEAD-YAP interaction inhibitor project, luminescence, HEK-TIYL cells; TEAD-Gal4/YAP UAS-luciferase luminescence; inhibition, % at 9.12 µM; 640,000 tested, 1.4% active; in the data active = inhibition above about 32%;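 note: 0% = median of test compound wells and 100% = reference inhibitor wells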
# GPR151 ag: activators of human GPR151, primary screen, cell-based, PathHunter beta-arrestin, luminescence; AID 1508602, 2020; G-protein coupled receptor 151 (Homo sapiens), Q8TDV0; 650,000 tested, 1% active; PathHunter beta-arrestin GPR151 cells; activation, % at 11.2 µM; in the data active = activation above about 4.9%;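 note: 0% = median of compound wells and 100% = cells with positive control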
# Target sequence (Q8TDV0 whole entry, looked up): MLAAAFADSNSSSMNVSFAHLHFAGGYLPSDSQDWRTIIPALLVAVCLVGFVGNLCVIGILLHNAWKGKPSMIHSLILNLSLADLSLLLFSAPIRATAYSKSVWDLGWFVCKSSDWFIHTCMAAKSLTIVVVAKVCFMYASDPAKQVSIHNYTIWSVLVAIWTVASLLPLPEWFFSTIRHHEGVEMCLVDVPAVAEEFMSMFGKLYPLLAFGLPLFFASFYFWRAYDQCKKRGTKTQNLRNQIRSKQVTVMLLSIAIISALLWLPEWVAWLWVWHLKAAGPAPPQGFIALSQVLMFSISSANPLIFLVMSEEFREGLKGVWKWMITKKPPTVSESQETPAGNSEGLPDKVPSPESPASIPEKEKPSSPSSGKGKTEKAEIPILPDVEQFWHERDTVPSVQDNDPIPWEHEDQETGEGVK
# MITF inh: MITF inhibitors, primary screen, biochemical, AlphaScreen, human; AlphaScreen MITF homodimerization, bead proximity signal; inhibition, % at 2.6 µM; 650,000 tested, 0.91% active; Microphthalmia-associated transcription factor (Homo sapiens), O75030; in the data active = inhibition above about 50%;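 note: 0% = vehicle wells with protein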
# Target sequence (O75030 whole entry, looked up): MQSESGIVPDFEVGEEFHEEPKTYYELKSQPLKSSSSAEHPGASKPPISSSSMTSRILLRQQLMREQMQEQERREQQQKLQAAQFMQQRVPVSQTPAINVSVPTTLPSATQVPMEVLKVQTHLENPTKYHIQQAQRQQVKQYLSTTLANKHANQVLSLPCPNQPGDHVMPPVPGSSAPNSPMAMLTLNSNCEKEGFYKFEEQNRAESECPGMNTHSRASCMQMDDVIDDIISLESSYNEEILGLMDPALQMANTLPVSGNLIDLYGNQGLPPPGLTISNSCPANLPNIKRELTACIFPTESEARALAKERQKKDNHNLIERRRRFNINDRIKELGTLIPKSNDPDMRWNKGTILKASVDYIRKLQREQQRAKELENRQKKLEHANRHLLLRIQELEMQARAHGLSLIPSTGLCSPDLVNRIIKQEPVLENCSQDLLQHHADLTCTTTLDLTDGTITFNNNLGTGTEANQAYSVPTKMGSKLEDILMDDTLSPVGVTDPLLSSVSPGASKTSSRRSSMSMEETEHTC
# The depositor's hits bear a star; & = joins results of further samples.
SMILES,FBW7 act,TEAD-YAP inh,GPR151 ag,MITF inh
Cc1ccc(C(=O)Nc2cccc(NC(=O)c3ccc(C)o3)n2)o1,-0.6,-23,-1.4,-4
COc1cc2c(cc1NC(=O)c1cc(OC)c(OC)c(OC)c1)oc1ccccc12,-0.1,-1,0.5,-5
COc1ccc(-c2nc(CSc3nc4ncccc4[nH]3)c(C)o2)cc1OC,0.4,-11,-0.5,15
O=C1OC(c2ccc(Cl)cc2Cl)=N/C1=C\C=C\c1ccccc1,0.2,0,1.0,11
CCc1ccc(C(=O)OCC(=O)NCC(F)(F)F)cc1,-0.1,-6,0.9,3
Cc1ncccc1C(=O)N[C@@H](Cn1nnc2ccccc21)C(C)C,0.0,-7,0.8,1
O=C(NCC(=O)N1CCN(c2ccccc2)CC1)c1c(F)cccc1F,-0.1,-9,6.0*,-3
COC(=O)C1=C(C)N(CCc2ccccc2)C(=O)/C1=C\c1cccc(O)c1,0.0,4,1.0,8
Cc1ccnc(NC(=S)NC(=O)c2cccc(Br)c2)c1,0.1,33*,-0.4,-5
Cc1cccc(OC(=O)c2ccc([N+](=O)[O-])cc2)c1,0.0,-2,-0.4,3
COC(=O)c1ccccc1NC(=O)C(C)N(c1ccccc1)S(C)(=O)=O (stereo unspecified),0.2,8,3.2,1
O=C(CSc1nc2ccccc2c(=O)n1NC(=O)Cc1ccccc1)NCc1ccco1,0.2,-3,1.5,0
CN1/C(=C/c2cccc[n+]2CCO)Sc2ccccc21,0.2&-0.2,9&0,0.8&-0.2,14&-6
CCN(CC)c1nc(Nc2cc(C)ccc2C)nc(Nc2ccccc2OC)n1,-0.1,1,1.8,4
COc1ccc(N(C(=O)c2ccco2)S(=O)(=O)c2ccc3c(c2)n(C)c(=O)n3C)cc1,0.0,0,-0.3,0
O=C(NCCN1CCOCC1)c1cccc(-n2ncc3ccc(NC(=O)c4ccccc4)cc32)c1,0.2,5,0.8,0
CC(C)c1ccc(NC(=O)Cn2cccc2)cc1,0.0,-31,0.0,-8
Cc1ccc(C(=O)NCC(=O)OCCCC(=O)Nc2c(C)cccc2C)cc1C,-0.1,2,0.1,-1
CCOc1cccc(C(=O)Nc2cccc(C(=O)NC(C)(C)C)c2)c1,0.9,-9,-1.2,12
O=C(Cc1ccccc1)Nn1c(-c2ccc(Br)cc2)csc1=O,0.0,-4,-0.6,-2
COC(=O)C1CCCCN1Cc1nc(N2CCC(OC)CC2)c2cc(Cl)ccc2n1 (stereo unspecified),-0.2,-3,-0.8,8
CCCN1C(=N)/C(=C\c2ccc(OC)cc2)C(=O)NC1=O,-0.1,-5,1.4,3
CSC(=S)N(C=O)c1ccc(C)cc1,0.0,-6,-0.8,9
COC(=O)c1ccc(C2C(C(=O)OCCOC(C)C)=C(C)NC3=C2C(=O)CC(C)(C)C3)cc1 (stereo unspecified),0.1,-6,1.8,0
COc1ccc(C(=O)NC(=S)Nc2ccc(N3CCOCC3)cc2)cc1,-0.3,1,0.4,5
# (cont.)
SMILES,FBW7 act,TEAD-YAP inh,GPR151 ag,MITF inh
O=C(Nc1cccc(NC(=O)c2ccc(-c3cccc(Br)c3)o2)c1)c1ccco1,0.7,7,0.3,23
Cc1nc2ccccc2c(=O)n1NC(=O)c1cccc(Cl)c1,-0.1,2,-1.6,2
O=C1CCC(CCNCc2cccc(C(F)(F)F)c2)N1C1CCCC1 (stereo unspecified),-0.1,-8,-1.4,-13
CCCC(CCC)=NNC(=O)CSCc1ccc([N+](=O)[O-])cc1,0.6,-3,-1.5,9
CCC(NC(=O)c1ccccc1NC(=O)c1ccccc1)C(=O)NNC(=O)c1cccnc1 (stereo unspecified),0.0,2,1.4,8
Cc1cccc(C(=O)Oc2ccc(Br)cc2C(=S)N2CCOCC2)c1,-0.2,-12,-1.3,8
Cc1c(Nc2nc3ccccc3nc2N2CCCCC2)c(=O)n(-c2ccccc2)n1C,0.0,3,-1.0,19
Cc1ccc(/C=N/NC(=O)CCN2CCN(C)CC2)cc1,-0.3,1,-0.1,54*
Cn1cc(-c2ccc3cnc(Nc4ccc(N5CCOCC5)nc4)nc3c2Cl)cn1,-0.4,51*,-0.4,-7
COc1ccc(Cl)cc1S(=O)(=O)N1CCN(C(=O)C2CCCCC2)CC1,0.3,2,-1.7,15
CN(C)c1ccc(NC(=O)COc2ccc3ccccc3c2)cc1,-0.2,-6,-1.1,0
CCCNC(=O)CSc1nnc(-c2cccnc2)n1C,0.1,-6,-1.0,16
O=[N+]([O-])c1ccc(NCC2COc3ccccc3O2)c(S(=O)(=O)N2CCOCC2)c1 (stereo unspecified),0.0,3,1.3,10
C/C(CC(=O)N1CCCC1)=N\NC(=O)c1cc2ccccc2cc1O,0.0,-6,-1.9,-7
Cn1c(NNC(=O)CC2CCCCC2)cc(=O)n(C)c1=O,0.0,-3,-0.4,-9
CCCOC(=O)c1ccc(NC(=O)c2c(O)c3c([nH]c2=O)CCCC3)cc1,-0.1,1,1.0,-2
COc1ccc2nc(-c3ccc(C)c(NS(=O)(=O)c4cccc(C)c4)c3)cn2n1,0.5,-13,-1.7,3
Nc1nc(Nc2ccncn2)nc2c1ncn2CCN1CCCC1=O,-0.1,-5,0.5,-3
Brc1ccc2c(c1)OCCOCCOCCOc1ccc(Br)cc1OCCOCCOCCO2,0.3,-13,1.0,-18
CCOC(=O)CNC(=O)N1CCCC(CCC(=O)N2CCN(c3ccccn3)CC2)C1 (stereo unspecified),0.0,17,-0.9,0
CCOc1ccccc1-n1[nH]nnc1=S,0.6,-14,0.7,4
Cc1cc(Nc2cccc(F)c2)n2nc(C)nc2n1,0.6,-8,-0.7,12
Cc1cc(=O)n2nc(N3CCC(C(=O)NCc4ccc(F)cc4)CC3)sc2n1,0.0,6,0.4,15
CC1(C)Oc2ccc(C(=O)N3CCCC3)cc2N(CC(=O)N2CCCC2)C1=O,0.1,6,-0.6,-8
O=c1c2c(-c3ccccc3)csc2nc(SCCOc2ccccc2)n1-c1ccccc1,0.1,-4,-0.2,-6

# Profiles as entered above.
# Cc1ccc(/C=N/NC(=O)CCN2CCN(C)CC2)cc1 as listed: FBW7 act = -0.3; TEAD-YAP inh = 1; GPR151 ag = -0.1; MITF inh = 54*
# Cc1nc2ccccc2c(=O)n1NC(=O)c1cccc(Cl)c1 as listed: FBW7 act = -0.1; TEAD-YAP inh = 2; GPR151 ag = -1.6; MITF inh = 2

# Filtered by structure: the entries above containing an aryl thioether with sulfur outside any ring (4)
SMILES,FBW7 act,TEAD-YAP inh,GPR151 ag,MITF inh
COc1ccc(-c2nc(CSc3nc4ncccc4[nH]3)c(C)o2)cc1OC,0.4,-11,-0.5,15
O=C(CSc1nc2ccccc2c(=O)n1NC(=O)Cc1ccccc1)NCc1ccco1,0.2,-3,1.5,0
CCCNC(=O)CSc1nnc(-c2cccnc2)n1C,0.1,-6,-1.0,16
O=c1c2c(-c3ccccc3)csc2nc(SCCOc2ccccc2)n1-c1ccccc1,0.1,-4,-0.2,-6

# Additional results follow:
SMILES,FBW7 act,TEAD-YAP inh,GPR151 ag,MITF inh
O=c1oc(-c2ccc(I)cc2)nc2ccc(Br)cc12,0.1,7,2.5,1
CCOC(=O)C1=C(C)NC(=S)NC1c1ccccc1Cl (stereo unspecified),-0.2,8,-0.2,6
CCOC(=O)C1=C(C)NC2=C(C(=O)C(C(=O)OCC)C(c3ccc(OC)cc3)C2)C1c1cc(OC)ccc1OC (stereo unspecified),-0.2,0,0.4,116*
CC(C)OP(=O)(OC(C)C)C(O)c1cccc([N+](=O)[O-])c1 (stereo unspecified),-0.2,-5,-0.1,-8
CCOC(=O)c1cccc(C(=O)Nc2cccc(F)c2)n1,-0.2,1,-1.6,5
Cn1ncc(I)c1C(=O)N1CCOCC1,-0.1,5,-0.2,0
COc1ccc(C(=O)NCC2CCCN2S(=O)(=O)c2ccc(C)cc2)cc1OC (stereo unspecified),0.0,19,2.3,4
CCOC(=O)N1CCN(c2cc(=O)n(-c3cccc(Br)c3)c(=O)[nH]2)CC1,0.0,0,-0.4,0
COC(=O)c1ccccc1-n1c(=S)[nH]c2ccsc2c1=O,0.5,-4,0.5,-1
COc1ccc(N2C(=O)C3CCCN3C2c2ccc([N+](=O)[O-])cc2)cc1 (stereo unspecified),0.1,-3,0.4,-9
O=C(NCCc1ccc(Cl)cc1)c1sc(=S)n2c1[nH]c(=O)c1ccccc12,0.0,-1,0.0,7
Cn1c(SCCOc2ccccc2F)nc2ccccc21,0.1,-50,-1.0,13
O=C(CC1(O)C(=O)N(Cc2ccccc2Cl)c2ccccc21)c1ccc(Br)cc1 (stereo unspecified),-0.1,-2,0.8,-3
CCCn1c(=N)n(CC(O)c2ccc(Cl)c(Cl)c2)c2ccccc21 (stereo unspecified),0.0,-6,0.9,3
O=C(OCCN1C(=O)c2ccccc2C1=O)c1cccc([N+](=O)[O-])c1,0.1,1,0.4,8
COc1ccc(C(=O)Nc2ccccc2)cc1NC(=O)c1c(OC)cccc1OC,-0.1,-9,0.1,-4
CCOC(=O)C1=C(C)N=c2s/c(=C/c3ccccc3OC(C)=O)c(=O)n2C1c1ccccc1 (stereo unspecified),-0.1,4,1.9,9
C#CCN(Cc1ccco1)C(=O)CC1(c2ccccc2F)CC(=O)N(CCOC)C1=O (stereo unspecified),0.1,-1,6.7*,11
Cn1ncc2c(NCc3ccc4c(c3)OCO4)ncnc21,-0.2,-7,0.0,-12
O=C(O)COc1ccc(Br)cc1Br,-0.1,-2,0.7,2
O=C(c1ccc(-n2ccnc2)cc1)N1Cc2ccccc2OC(c2ccccc2)C1 (stereo unspecified),0.1,8,-1.7,16
CCCCNC(=O)c1sc2nc(C)nc(N3CCN(C)CC3)c2c1C,0.0,1,-0.6,-8
O=C(CN1CC(=O)Oc2ccccc21)OCC(=O)c1ccc(Cl)cc1,0.1,-23,-0.8,-1
COc1cccc(N2CC(C(=O)Nc3ccc([N+](=O)[O-])cc3)CC2=O)c1 (stereo unspecified),0.0,-6,-0.3,5
C=CCOC(=O)C1C(c2cccc(OC)c2)c2c([nH][nH]c2=O)CC1(C)O (stereo unspecified),-0.1,-1,-1.2,-8

# Single values from the results shown.
# TEAD-YAP inh result of COc1ccc(C(=O)Nc2ccccc2)cc1NC(=O)c1c(OC)cccc1OC stands at -9
# MITF inh result of O=C(c1ccc(-n2ccnc2)cc1)N1Cc2ccccc2OC(c2ccccc2)C1 (stereo unspecified) stands at 16
# MITF inh result of COc1cccc(N2CC(C(=O)Nc3ccc([N+](=O)[O-])cc3)CC2=O)c1 (stereo unspecified) stands at 5

# Following part:
SMILES,FBW7 act,TEAD-YAP inh,GPR151 ag,MITF inh
COc1ccc(/C=C2\N=C(c3c(-c4ccccc4)noc3C)OC2=O)c(OC)c1OC,0.2,2,-1.2,7
CCOc1ccc(OCC(=O)Nc2ccc(Br)cc2)cc1,0.3,5,1.7,-14
CCCc1ccc(-c2ccc(C(=O)Nc3ccc(C(=O)OC)cc3)cc2)nc1,0.1,-5,0.7,14
Cc1nn(C)c(C)c1CNC(=O)c1ccc(CN(C)CCc2ccccc2)[nH]c1=O,-0.1,-1,1.7,9
COc1ccc(CCNC(=O)CC(C)Cc2nc3ccccc3c(=O)[nH]2)cc1OC (stereo unspecified),0.0,1,0.3,5
CCC(Sc1nnc(N)s1)C(=O)Nc1nc2ccccc2s1 (stereo unspecified),0.4,-22,-0.9,20
COc1cc(C)ccc1OCCCN1CCCCCC1,-0.5,0,2.1,9
CCOC(=O)C(=O)N/N=C/c1ccccc1F,0.1,2,1.0,15
CN(C)S(=O)(=O)c1ccc(C(=O)NCC(=O)N/N=C/c2ccccc2)cc1,0.0,15,-0.8,-2
COc1ccccc1-n1c(=O)[nH]c2c(C(N)=O)nc(-c3ccc(C(F)(F)F)cc3)nc21,0.0,-3,-2.1,-3
COC(=O)c1ccc(Oc2coc3cc(OS(C)(=O)=O)ccc3c2=O)cc1,0.0,8,0.4,17
Cc1cc(Br)ccc1OCCN1CCOCC1,0.1,6,-1.4,49
CC[C@@H]1NC(=O)[C@@H]2C[C@H](NC(=O)c3cc(F)ccc3F)CN2C1=O,-0.1,5,-0.7,-18
COC(=O)c1ccc2c(=O)n(C3CCCCC3)c(SCC#N)nc2c1,0.6,-2,-1.3,3
O=S1(=O)CCN2C(c3ccccc3Cl)=CSC2=N1,0.1,2,-3.1,8
COc1ccc(C(=O)NCc2nnc(SCC(=O)N3N=C(c4cccs4)CC3c3ccc(F)cc3)n2CCc2ccccc2)cc1 (stereo unspecified),0.4,-1,-0.2,4
CCOC(=O)c1c(NC(=O)C(C)Sc2nnc(CNC(=O)c3ccco3)n2-c2cccc(C)c2C)sc2c1CCCCC2 (stereo unspecified),0.0,6,-0.5,4
COC(=O)C1=CN(C)C=C(C(=O)OC)C1c1cc(OC)c(OC)c(OC)c1,-0.1,7,1.5,5
Cc1cc(C)n2nc(C(=O)Nc3ccc(C(F)(F)F)cc3)nc2n1,0.0,-19,-1.1,-5
Fc1ccc(CSc2nc3ccccc3[nH]2)cc1,0.1,-38,-4.0,-4
Cc1ccc(C)c(OCCCN2CCN(C)CC2)c1Cl,-0.1,1,-0.9,2
Cc1ccc(Cn2c(C)nc3ccc([N+](=O)[O-])cc3c2=O)cc1,0.1,-3,-0.1,14
CCOc1cccc2cc(C(=O)NCCOc3ccc(F)cc3)c(=O)oc12,0.0,2,0.0,1

# Screening data from PubChem BioAssay.

# An unsorted share of the library. About 3.4% of those tested had a hit in this group.
